4MU fluor: 4-MU region autofluorescence | 59,000 tested, 11% active | AID 589 | compound autofluorescence, 340/450 nm, 4-MU equivalents; active compounds read high | max dye-equivalent concentration, M; in the data active means max dye-equivalent concentration above about 10 nM; inconclusive means mostly about 1.1 nM to 9.6 nM
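Intrinsic fluorescence at 340/450 nm (ex/em) was read after 15 min at room temperature in pH 8.0, 100 mM Tris. Each compound concentration expressed as 4-MU-equivalent concentration from a six-point 4-MU standard series on each plate.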
Ub-GFP proteasome: proteasome inhibitors stabilizing ubiquitin-GFP reporter. Ubiquitin-GFP reporter cells, proteasome inhibition, GFP fluorescence; response scale: untreated = 0%, 10 µM MG-132 = 100%. Potency, µM (highest dose often 45.9 µM), without a hit: top-dose activation (GFP accumulation), actives largely listed as activators. 67,000 tested, under 10 active. AID 526; active means well fitted activation curve with a large enough effect, not every such curve was filed as active; inconclusive means small, poorly fitted or top-dose-only effect, or another doubt; inactive means no such curve, though single readings can be large or run the other way; further: potency means the concentration at half of the fitted maximal effect
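Proteasome blockade was scored as a rise in GFP-expressing U2OS cells carrying a ubiquitin(G76V)-GFP construct, imaged after 4 hr compound treatment at 37 °C across a 46 uM–2.9 nM series.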
DNA Pol III inh: inhibitors of bacterial DNA polymerase III holoenzyme | reconstituted DNA polymerase III holoenzyme replication, biochemical | Potency, µM (top dose mostly 57.1 µM), without a hit: top-dose activity change, negative = inhibition | 71,000 tested, 0.25% active; further: potency means the concentration at half of the fitted maximal effect; on the % scale 0 is the no-effect control and ±100 the full control effect
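Reconstituted *E. coli* holoenzyme (0.35 nM Pol III, 1 nM beta, 154 nM SSB, 2 nM primase) was preincubated with compound for 15 min at RT. Synthesis on 1.4 nM ssM13Gori ran 35 min, then was stopped with PicoGreen/EDTA and read as dsDNA fluorescence.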
15-hLO inh: inhibitors of human 15-lipoxygenase (ALOX15); 74,000 tested, 1.4% active; purified 15hLO-1, xylenol orange hydroperoxide absorbance; Potency, µM (highest dose often 57.1 µM), inactives show top-dose activity change, negative = inhibition, hits mostly inhibitors; further: potency means the concentration at half of the fitted maximal effect; on the % scale 0 is the no-effect control and ±100 the full control effect; nearly all actives have a fitted effect of over 55% in size
Target sequence (P16050 whole entry, looked up): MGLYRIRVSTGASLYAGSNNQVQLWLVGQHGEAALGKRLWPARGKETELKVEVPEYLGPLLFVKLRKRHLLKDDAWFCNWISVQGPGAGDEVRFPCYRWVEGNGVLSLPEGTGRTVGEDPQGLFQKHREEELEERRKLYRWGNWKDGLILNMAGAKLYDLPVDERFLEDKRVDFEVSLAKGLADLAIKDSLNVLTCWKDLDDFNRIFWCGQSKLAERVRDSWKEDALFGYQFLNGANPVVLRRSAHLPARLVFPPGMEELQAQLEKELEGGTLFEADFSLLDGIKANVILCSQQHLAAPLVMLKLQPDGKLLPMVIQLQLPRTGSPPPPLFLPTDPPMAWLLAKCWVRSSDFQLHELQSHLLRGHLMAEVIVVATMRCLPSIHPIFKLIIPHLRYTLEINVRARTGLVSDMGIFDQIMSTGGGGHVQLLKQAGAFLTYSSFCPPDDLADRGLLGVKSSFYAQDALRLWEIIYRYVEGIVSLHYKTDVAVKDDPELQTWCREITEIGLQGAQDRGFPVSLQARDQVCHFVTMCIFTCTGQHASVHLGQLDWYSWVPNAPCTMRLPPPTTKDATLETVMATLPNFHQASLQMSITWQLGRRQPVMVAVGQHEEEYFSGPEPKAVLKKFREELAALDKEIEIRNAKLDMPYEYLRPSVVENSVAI
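Inhibition is scored from a chromogenic endpoint. After 15 min enzyme-compound contact, arachidonic acid (50 uM final) reacts 6 min with 40 nM 15hLO-1 at room temperature, then Fe-XO reagent is added for 30 min and absorbance ratio recorded.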
CRE Fsk mod: alters forskolin-stimulated CRE reporter signaling in CHO cells | CHO CRE-bla reporter (cAMP response element driving beta-lactamase), forskolin EC10, beta-lactamase ratio | Potency, µM (top dose mostly 38.2 µM), for inactives: top-dose activity change, negative = inhibition, usual class: activators | 71,000 tested, 2.5% active; active means well fitted activation curve with a large enough effect in the signal ratio, with a control signal flat, not every such curve was filed as active; inconclusive means small, poorly fitted or top-dose-only effect, or effect the other way, or a change in a side signal; the % refers to the signal ratio; further: potency means the concentration at half of the fitted maximal effect; % of control where 0% means no effect
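Cells were plated overnight at 37 °C, exposed to compound titrations plus EC10 NKH 477 for 3 h, then given CCF4 dye for 2 h at room temperature. Blue/green (460/530 nm) ratio was converted to %Activity and AC50 values calculated.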
BRCT inh red: inhibitors of human BRCA1 BRCT-phosphoprotein interaction (red fluorophore); BRCT-phosphopeptide binding, red fluorescence polarization; Potency, µM (series often up to 76.9 µM), for inactives: top-dose activity change, negative = inhibition, actives largely listed as inhibitors; 75,000 tested, 0.03% active; AID 892; further: on the % scale 0 is the no-effect control and ±100 the full control effect
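Rhodamine-labelled pBACH1 10-mer (100 nM) bound to BRCT domain (100 nM) at pH 7.3; compounds incubated 12 min room temperature, polarization read. Free peptide defines full inhibition; unlabelled decapeptide titrated as control.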
HBB splice mod: alters splicing of the hemoglobin beta chain | 65,000 tested, 0.06% active | HBB splicing reporter cell assay, activation; EGFP reporter with mutant IVS2-654 intron; response scale: normalised to 500 nM splice-correcting PNA | Potency, µM (doses to about 46.1 µM), without a hit: at the top dose activation, most hits filed as activators; further: potency means the concentration at half of the fitted maximal effect; 0% is about no effect
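Compounds were applied for 2 days to HeLa EGFP-654 cells, 500/well in Optimem with 2% FCS. The reporter's EGFP is disrupted by mis-splicing of beta-globin intron IVS2-654. Readout: summed well GFP fluorescence from 488 nm laser scanning; reference was 500 nM antisense […] 654 PNA.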
BRCT PPI green: blocks human BRCA1 BRCT binding to phosphopeptide, green readout; Potency, µM (top dose mostly 76.9 µM), for the others: top-dose activity change, negative = inhibition, usual class: inhibitors; AID 875; 75,000 tested, 0.05% active; BRCA1 BRCT-phosphopeptide binding, green fluorescence polarization;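 further: potency means the concentration at half of the fitted maximal effect; plate controls were peptide without protein for full effect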
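Fluorescence polarization: His-tagged BRCT (~35 kDa BRCA1 C-terminus, 250 nM) bound to 100 nM fluorescein-labeled phosphorylated 10-aa BACH1 peptide, pH 7.3 phosphate buffer with DTT and Tween 20. Compounds incubated 12 min at room temperature; inhibition read as lowered polarization.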
A350 fluor: compound fluoresces in the Alexa 350 spectral region; Compound autofluorescence, 340/450 nm, Alexa 350 dye-equivalents; active compounds read high; max dye-equivalent concentration, M; 59,000 tested, 11% active; AID 590; in the data active means max dye-equivalent concentration above about 10 nM; inconclusive means mostly about 1.1 nM to 9.6 nM
GFP derepression: epigenetic GFP locus derepression in mouse cells; mouse C127i GFP locus derepression, cytometry, 30 h; Potency, µM (titrated, usually from 46.1 µM), for the others: at the highest dose GFP derepression (activation); 68,000 tested, 0.09% active; AID 597; further: % of control where 0% means no effect
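Derepression screen: silenced CMV-GFP reporter in murine C127i cells, 30 h compound incubation at 37 C, washed cells imaged by laser-scanning cytometer to enumerate GFP-expressing objects of 20 to 120 um.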
Hsp90 Hop PPI: changes Hsp90-Hop TPR2A binding signal, up or down; AlphaScreen TPR2A-His6 binding biotin-Hsp90 C-terminal peptide; 71,000 tested, 0.44% active; Potency, µM (series often up to 57 µM), for the others: at the highest dose activity change, negative = inhibition; active means well fitted curve in either direction with a large enough effect; inconclusive means small, poorly fitted or top-dose-only effect, or another doubt; further: potency means the concentration at half of the fitted maximal effect; on the % scale 0 is the no-effect control and ±100 the full control effect; many of its hits are not listed in these tables
An asterisk follows results filed as active; i = inactive; u = inconclusive; x = no result given; [ ] = remark or other dose. Unless noted, the call rests on the fitted dose curve; in most records, active means well fitted curve in the direction sought with a large enough effect; inconclusive means small, poorly fitted or top-dose-only effect, or another doubt; inactive means no such curve, though single readings can be large; an effect the other way counts as inactive or inconclusive.

Screens in order: 4MU fluor, Ub-GFP proteasome, DNA Pol III inh, 15-hLO inh, CRE Fsk mod, BRCT inh red, HBB splice mod, BRCT PPI green, A350 fluor, GFP derepression, Hsp90 Hop PPI
> CCSC1=NC(=O)/C(=C2/C=Cc3ccccc3N2CC)S1
    i, 4%, -4%, -15%, 8%, 0.1%, -0.4%[57.5 µM], 0.5%, i, 0%, u
> COc1ccc(N=C2C(=O)Nc3c(C)cccc32)cc1
    i, -3%, -6%, 8%, -3%, -0.4%, x, -3.6%, i, -3%, -1%
> O=C(C1CC1)N1CCc2cc(S(=O)(=O)NCCC3=CCCCC3)ccc21
    i, -2%, 0%, u, u, 0.0%, -0.3%, 2.5%, i, -2%, 5%
> CC(NC(=O)CC1Nc2ccccc2NC1=O)c1ccccc1 (configuration not stated)
    3.2e-08M*, -5%, -2%, u, 11%, 0.6%, -0.3%, -2.2%, 3.6e-08M*, 6%, 0%
> CC1CCCC(C)N1C(=O)COC(=O)c1ccc[nH]c1=O (configuration not stated)
    i, 6%, -6%, 11%, u, 0.6%, -2.2%, -1.4%, i, 2%, -2%
> CCn1c(C(O)c2cccc(OC)c2OC)nc2ccccc21 (configuration not stated)
    i, 1%, -2%, -3%, 0%, 0.5%, -1.5%, 1.5%, i, -5%, u
> Cc1ccc2[nH]c(=O)c(C(c3nnnn3CC3CCCO3)N3CCCc4ccccc43)cc2c1 (configuration not stated)
    1.2e-08M*, -1%, -6%, 1.3µM*, 18%, -2.5%, x, -1.4%, 1.2e-08M*, 8%, -7%
> CCc1ccc2[nH]c(=O)c(CN(CCN3CCOCC3)C(=O)Nc3ccccc3F)cc2c1
    i, -1%, -6%, -6%, u, -2.2%, 0.1%[57.5 µM], 0.2%, i, 6%, -1%
> CCOC(=O)Cn1c(CN(Cc2ccccc2)Cc2ccccc2)nc2c1c(=O)[nH]c(=O)n2C
    i, -18%, -2%, -7%, -19%, 0.6%, -1.2%, 6.3%, i, -3%, -10%
> O=C(Cn1c(C(F)(F)F)nc2ccccc21)NCCN1CCCC1
    i, 4%, -10%, -20%, -1%, 1.6%, 0.4%, -2.0%, u, 3%, -2%
> COc1ccccc1OCc1nc(Cc2ccc(Cl)cc2)no1
    i, -13%, 3%, -9%, u, -1.1%, 0.0%, 2.2%, i, 5%, 27%
> CSCC[C@H](NC(=O)C1CCN(S(=O)(=O)c2ccc(C)cc2)CC1)C(=O)NCc1ccco1
    i, -13%, -5%, -4%, u, -1.2%, 0.8%, -0.3%, i, 3%, -9%
> O=c1c(-c2cccs2)nc2cnc(N3CCOCC3)nc2n1CCc1ccccc1
    i, -4%, -10%, -4%, u, 1.0%, 1.0%, 0.0%, i, -3%[9.22 µM], -1%
> Cc1cc(C)n(-c2nc3c(c(=O)n(C)c(=O)n3C)n2C)n1
    u, x, -3%, 6%, -11%, -0.5%, 1.5%[0.369 µM], 1.0%, u, 0%, 0%
> Fc1cccc2sc(N3CCCCC3)nc12
    i, 22%, -2%, 1%, 0%, -0.9%, -3.3%, -7.0%, i, 6%, u

Reprinted from the part before: 4 entries, then new ones.
Screens in order: 4MU fluor, Ub-GFP proteasome, DNA Pol III inh, 15-hLO inh, CRE Fsk mod, BRCT inh red, HBB splice mod, BRCT PPI green, A350 fluor, GFP derepression, Hsp90 Hop PPI
> CSCC[C@H](NC(=O)C1CCN(S(=O)(=O)c2ccc(C)cc2)CC1)C(=O)NCc1ccco1
    i, -13%, -5%, -4%, u, -1.2%, 0.8%, -0.3%, i, 3%, -9%
> O=c1c(-c2cccs2)nc2cnc(N3CCOCC3)nc2n1CCc1ccccc1
    i, -4%, -10%, -4%, u, 1.0%, 1.0%, 0.0%, i, -3%[9.22 µM], -1%
> Cc1cc(C)n(-c2nc3c(c(=O)n(C)c(=O)n3C)n2C)n1
    u, x, -3%, 6%, -11%, -0.5%, 1.5%[0.369 µM], 1.0%, u, 0%, 0%
> Fc1cccc2sc(N3CCCCC3)nc12
    i, 22%, -2%, 1%, 0%, -0.9%, -3.3%, -7.0%, i, 6%, u
> CC(=O)N1C2(C=CC1(C)C(=O)NCCN1CCOCC1)CCCCC2 (configuration not stated)
    x, x, 2%, -7%, 0%, 0.9%, -0.6%, -3.3%, x, x, -4%
> CCOC(=O)c1c(N)sc(C(=O)N2CCCC2)c1C
    i, 2%, 0%, -12%, u, -5.0%, 0.4%, 0.6%, i, 0%, -1%
> CN(C)CCCNCCCN
    x, x, -2%, 23%, -15%, 0.7%, 0.7%, -0.3%, x, x, -5%
> O=C(Nc1nnc(-c2ccco2)s1)C1CCN(S(=O)(=O)c2ccc(Cl)cc2)CC1
    i, -2%, -2%, -1%, -5%, 1.0%, x, 2.8%, i, 4%, -4%
> O=C(CCSc1nc(-c2ccco2)cc(C(F)(F)F)n1)NCC1CCCO1 (configuration not stated)
    i, 3%, 3%, -17%, -1%, -1.3%, -0.4%, 6.4%, i, 2%, -3%
> N#Cc1nc(-c2ccc(OCc3ccccc3Cl)cc2)oc1NCCCn1ccnc1
    i, 0%, -9%, 29%, u, 0.9%, -4.6%[0.369 µM], 0.2%, u, 0%, -3%
> Cc1ccccc1NC(=O)CCn1c(=O)oc2ccccc21
    x, -7%, -1%, -5%, -13%, 0.1%, -0.2%, -1.2%, x, x, u
> COCCn1c(SCc2nc3ccccc3s2)nc2ccccc21
    i, 7%, -2%, 1%, u, 0.4%, -0.2%[57.5 µM], 1.2%, i, 0%, 10%
> COC(=O)c1ccccc1NC(=O)Cn1ccnc1
    i, -8%, -1%, 17%, -15%, 1.2%, 2.0%, -1.8%, i, 0%, -3%
> COc1cccc(C2C3=C(N=C4SCC(=O)N42)c2ccccc2CC3)c1OC (configuration not stated)
    x, -5%, -2%, -21%, -14%, 0.7%, -0.9%[9.22 µM], 0.2%, x, -4%, -10%
> CCCCN(C)CCNC(=O)Cn1c(=O)sc2ccccc21
    x, -2%, -3%, -6%, -6%, 0.2%, 0.7%, -1.0%, x, x, -1%
> CCCCCCCCC/C=C/CC1CC(=O)OC1=O (configuration not stated)
    x, x, -11%, -1%, -9%, -0.9%, -0.9%, -0.6%, x, x, 0%
> Cc1cc(OCC(=O)Nn2cnnc2)c(C)cc1Br
    i, -2%, -5%, 8%, -6%, 0.3%, -0.3%, 0.9%, i, 5%, -4%
> COC(=O)CN1C(=O)C2(OCCCO2)c2ccccc21
    i, 4%, -2%, 4%, -1%, -0.1%, 4.4%[0.369 µM], -3.4%, u, 4%, -4%
> COc1ncnc(NS(=O)(=O)c2ccc(N)cc2)c1OC
    i, -6%[20.5 µM], -3%[25.6 µM], 0%[25.6 µM], 3%[17.1 µM], -0.4%[34.4 µM], 0.9%[20.6 µM], -1.7%[34.4 µM], i, 8%[20.6 µM], -6%[26 µM]

Following part
mol	4MU fluor	Ub-GFP proteasome	DNA Pol III inh	15-hLO inh	CRE Fsk mod	BRCT inh red	HBB splice mod	BRCT PPI green	A350 fluor	GFP derepression	Hsp90 Hop PPI
CCCCc1cc(=O)oc2cc(C)cc(OCC(=O)O)c12	9.3e-08M*	-6%	-7%	-1%	4%	-1.2%	0.8%[57.5 µM]	1.9%	1.2e-07M*	4%	-1%
Cc1ccc(-c2csc3ncn(/N=C/N(C)C)c(=O)c23)o1	u	-1%	-1%	4%	-20%	-1.4%	0.3%[57.5 µM]	-0.9%	u	1%	-3%
O=C1CCC(=O)N1c1ccc(CSc2nc3ccccc3[nH]2)cc1	x	-13%	0%	6%	11%	-0.3%	-3.1%	-1.1%	x	-2%	0%
O=C(CCN1CCN(c2ccccc2F)CC1)Nc1ccccc1F	i	1%	3%	-21%	6%	-1.0%	0.0%[57.5 µM]	-3.5%	i	0%	1%
CCOC(=O)c1[nH]c2cc(OC)c(OC)cc2c1NC(=O)CN(C)C1CCCCC1	u	2%	-5%	-22%	u	1.1%	0.8%[57.5 µM]	-2.6%	u	-2%	-10%
Cc1[nH]nc2nc3c(c(OC(=O)c4ccccc4)c12)c(=O)n(C)c(=O)n3C	x	16%	1%	0%	4%	-0.1%	-0.3%	1.0%	x	2%	3%
